# ULK1 primary: blocks human autophagy kinase ULK1; O75385; AlphaScreen Atg13 phosphorylation by ULK1, luminescence; inhibition, % at 5.96 µM; hit rate 1.9% among 30,000; in the data active means inhibition above about 43%;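 further: 0% = median of compound wells and 100% = no enzyme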
# Target sequence (O75385 whole entry, looked up): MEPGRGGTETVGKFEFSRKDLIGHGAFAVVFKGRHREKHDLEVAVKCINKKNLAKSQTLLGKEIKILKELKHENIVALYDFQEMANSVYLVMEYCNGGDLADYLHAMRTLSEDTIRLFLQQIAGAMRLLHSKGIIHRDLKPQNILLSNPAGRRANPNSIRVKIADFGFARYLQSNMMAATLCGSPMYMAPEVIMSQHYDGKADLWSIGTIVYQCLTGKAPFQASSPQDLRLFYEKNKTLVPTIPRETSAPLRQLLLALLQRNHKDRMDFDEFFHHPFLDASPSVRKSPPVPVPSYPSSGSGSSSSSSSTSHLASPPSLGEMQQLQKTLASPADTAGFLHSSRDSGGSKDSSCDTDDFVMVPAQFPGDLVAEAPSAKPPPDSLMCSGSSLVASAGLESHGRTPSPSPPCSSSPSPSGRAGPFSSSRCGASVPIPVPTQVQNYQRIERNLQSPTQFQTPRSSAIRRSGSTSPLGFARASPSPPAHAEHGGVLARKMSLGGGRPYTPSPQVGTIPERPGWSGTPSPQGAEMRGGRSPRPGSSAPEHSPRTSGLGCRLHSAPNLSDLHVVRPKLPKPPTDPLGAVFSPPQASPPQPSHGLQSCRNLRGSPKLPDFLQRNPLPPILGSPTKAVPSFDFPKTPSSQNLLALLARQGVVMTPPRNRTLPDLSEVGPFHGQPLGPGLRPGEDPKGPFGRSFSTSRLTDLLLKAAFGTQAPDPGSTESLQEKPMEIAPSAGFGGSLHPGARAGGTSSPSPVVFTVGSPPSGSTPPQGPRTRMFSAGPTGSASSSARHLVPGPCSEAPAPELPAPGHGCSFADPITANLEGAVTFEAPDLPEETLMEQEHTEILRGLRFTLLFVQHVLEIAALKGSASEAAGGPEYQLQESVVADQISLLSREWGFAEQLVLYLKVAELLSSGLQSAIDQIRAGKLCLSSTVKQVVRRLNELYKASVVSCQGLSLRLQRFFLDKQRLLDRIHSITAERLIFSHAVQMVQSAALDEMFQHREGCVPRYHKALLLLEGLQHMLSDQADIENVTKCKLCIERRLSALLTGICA
# ASK1 inh: inhibitors of human ASK1 kinase; AID 1159602; inhibition, % at 7.44 µM; AlphaScreen MKK6 phosphorylation by ASK1, luminescence; hit rate 0.99% among 22,000; in the data active means inhibition above about 35%;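 further: 0% = median of compound wells and 100% = no enzyme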
# * = called active by the depositor; . = not tested or not shown.
# Sequence of screens – ULK1 primary	ASK1 inh
> CCCNc1nc(NCCCN2CCCC2=O)nc2c1ncn2C1CCCCC1
 : 2	0
> COc1cc2nc(Nc3ccncn3)nc(N)c2cc1OC
 : -1	-1
> Cc1cc(N)nc(Nc2ccc(-n3ccnc3)cc2)n1
 : -13	-8
> CC(C)N(CCNc1nc(-c2ccccc2)nc2c1ncn2CCN1CCCC1=O)C(C)C
 : 0	-17
> c1ccc(Nc2nc(N3CCN(c4ccccn4)CC3)nc3c2ncn3-c2ccsc2)cc1
 : 10	22
> Cc1ccc(-c2ncn(-c3ccc(Nc4nccc(-c5ccc(S(C)(=O)=O)c(N6CCCC(O)C6)c5)n4)cc3)n2)cn1 (centres undefined)
 : 5	10
> COc1ccc(CCNc2cc(NCc3cccnc3)ncn2)cc1
 : -2	-12
> CC(C)N(CCNc1nc(N2CCc3ccccc3C2)nc2c1ncn2-c1ccccc1)C(C)C
 : -39	-5
> COc1ccc(CCNC(=O)c2ccc3nc(-c4cccs4)sc3c2)cc1
 : 0	1
> CNC(=S)N/N=C/c1ccccc1Oc1nc(OC)cc(OC)n1
 : 4	.
> Cc1cc(NCCOc2ccccc2)nc(N2CCCC2CO)n1 (centres undefined)
 : 0	12
> C=COCC(F)(F)F
 : -9	.
> COc1ccc(-c2nc3c(NCCO)ncnc3n2C(C)C)cn1
 : -6	-22
> NC(=O)c1ccc(-c2nc(NCc3nc4ccccc4[nH]3)c3ncn(C4CCCCC4)c3n2)cc1
 : -13	-22
> Cc1sc2ccc(Br)cc2[n+]1CCC(=O)O
 : -5	.

# Next part
# Sequence of screens – ULK1 primary	ASK1 inh
> O=C(Cc1cn(-c2ccc(Nc3nccc4ccccc34)nn2)c2ccccc12)NCCOc1ccccc1
 : 14	16
> O=C1CCCN1CCCNc1ccnc(N2CCN(Cc3ccc4c(c3)OCO4)CC2)n1
 : 6	-14
> CCN1C(=O)Cc2cc(NS(=O)(=O)c3ccc(OC)c(Cl)c3)ccc21
 : 0	.
> O=C(Nc1ccc(N2CCOCC2)cc1)c1ccc2nc(NC3CCC(O)CC3)sc2c1 (centres undefined)
 : 2	2
> Nc1nccc(-c2ccc3nc(C4CCc5ccc(C(=O)NC6CC6)cc5C4)[nH]c3c2)n1 (centres undefined)
 : -1	-13
> CC(C)N(CCNc1nc(Nc2nc3ccccc3n2C)nc2c1ncn2-c1ccccc1)C(C)C
 : 4	10
> CCN(CC)CCNC(=O)c1ccc(N)cc1
 : 5	.
> O=C(Nc1ccc(N2CCOCC2)cc1)c1cncc(-c2ccc(N3CCOCC3)nc2)c1
 : 15	10
> FC(F)(F)c1cccc(CNc2nc(Nc3nccc4ccccc34)nc3nc[nH]c23)c1
 : -37	-6
> O=C1CCCN1CCn1cnc2c(Nc3ccccc3)nc(N3CCOCC3)nc21
 : 12	-4
> S=C(NCCN1CCCCC1)Nc1ccccc1
 : -1	.
> CC(=O)OCc1nc2ccc(-c3ccncc3)cc2[nH]1
 : -7	0
> COc1cc(Nc2nc(NCCCN3CCCC3=O)c3ncn(C(C)C)c3n2)cc(OC)c1OC
 : 16	8
> FC(F)(F)c1cccc(-c2cc(N3CCC4(CC3)OCCO4)nc(-c3ccccn3)n2)c1
 : -25	.
> COc1ccc(CC(N)c2nc3ccc(-c4ccncc4)cc3[nH]2)cc1OC (centres undefined)
 : 5	6

# Complete entries, quoted from the list.
# `FC(F)(F)c1cccc(CNc2nc(Nc3nccc4ccccc34)nc3nc[nH]c23)c1` is listed as ULK1 primary = -37; ASK1 inh = -6
# `O=C1CCCN1CCCNc1ccnc(N2CCN(Cc3ccc4c(c3)OCO4)CC2)n1` is listed as ULK1 primary = 6; ASK1 inh = -14

# The listing continues.
# Sequence of screens – ULK1 primary	ASK1 inh
> CC(C)N(CCNc1ncnc2nc(N3CCN(c4ccccn4)CC3)[nH]c12)C(C)C
 : -3	3
> COc1cc(Nc2nc(-c3ccc(N4CCOCC4)nc3)nc3c2ncn3C(C)C)cc(OC)c1OC
 : -13	13
> Cc1ccccc1CNC(=O)COc1ccccc1
 : -13	.
> CN1CCN(c2ccc(-c3cncc(C(=O)NC4CCN(Cc5ccccc5)CC4)c3)cc2)CC1
 : -2	3
> c1ccc(Nc2nc(Nc3nccc4ccccc34)nc3c2ncn3-c2ccsc2)cc1
 : 1	-3
> COc1cc(Nc2cc(N3CCC(N4CCOCC4)CC3)ncn2)cc(OC)c1OC
 : -2	-2
> NC(=O)c1ccc(-c2nccc(NC3CCN(Cc4ccccc4)CC3)n2)cc1
 : -5	-12
> CC(=O)Nc1ccc(Nc2nc(-c3csc4ccccc34)nc3c2ncn3C(C)C)cc1
 : 1	4
> Nc1nccc(-c2ccc3nc(C4COc5ccc(C(=O)NC6CCC6)cc5C4)[nH]c3c2)n1 (centres undefined)
 : 6	21
> CC(=O)c1cccc(-c2cc(NC3CCN(Cc4ccccc4)CC3)ncn2)c1
 : -8	-3
> Cc1cnc(-c2ccc(C(=O)NC3CC3)cc2)nc1NCCN(C(C)C)C(C)C
 : 0	6
> c1ccc(CNc2nc(Nc3ccc4ncccc4c3)nc3c2ncn3C2CCCCC2)cc1
 : -8	3
> NS(=O)(=O)c1ccc(NCS(=O)(=O)O)cc1
 : 12	.
> CN(C)C(=O)Oc1cccc([N+](C)(C)C)c1
 : -3	.
> O=C(NC1CC1)c1ccc(-c2nc(NC3CC3)c3[nH]cnc3n2)cc1
 : 5	-2

# Reformatted field by field: two of the compounds above
CN1CCN(c2ccc(-c3cncc(C(=O)NC4CCN(Cc5ccccc5)CC4)c3)cc2)CC1
  ULK1 primary: -2
  ASK1 inh: 3
c1ccc(Nc2nc(Nc3nccc4ccccc34)nc3c2ncn3-c2ccsc2)cc1
  ULK1 primary: 1
  ASK1 inh: -3

# The results go on.
SMILES | ULK1 primary | ASK1 inh
Nc1nc(NCCO)cc(Nc2ccncc2)n1 | 5 | -9
Cc1cccc(NC(=O)c2sc3nc(-c4ccc(F)cc4)cn3c2C)c1C | 10 | .
COc1ccc2c(c1)CC(C(=O)Nc1ccc(-c3ccncc3)cc1OC1CCN(C)C1)CO2 (centres undefined) | -6 | 9
CCNc1nc(NC2CCN(Cc3ccccc3)CC2)c2ncn(Cc3ccc(C(F)(F)F)cc3)c2n1 | -21 | 3
CCCNc1cc(C)nc(-c2ccc(N3CCOCC3)nc2)n1 | 1 | -3
NC(C(=O)N1CCN(C(=O)c2ccc3[nH]ncc3c2)CC1)c1cccc(Cl)c1 (centres undefined) | -1 | 4
O=C1/C(=C\C2CC=CCC2)SC(=S)N1CC1CCCO1 (centres undefined) | 8 | .
COc1ccc2c(c1)CC(c1nc3ccc(-c4ccnc(N)n4)cc3[nH]1)CO2 (centres undefined) | 7 | 32
O=C(Nc1ccc2[nH]ncc2c1)[C@@H]1C[C@H](O)CN1C(=O)c1ccc(F)cc1 | 6 | 6
CCc1cnc2c(c1OC)c(=O)n(Cc1c(F)cccc1Cl)c(=O)n2C | 0 | .
Clc1cccc(Cl)c1NC1=NCCN1 | 3 | .
Cc1nc(C)n(-c2ccc(Nc3cc(-c4nn(-c5ccc(C#N)cc5)cc4-c4ccccc4)ccn3)cc2)n1 | -9 | -9
CC(=O)c1cccc(-c2nccc(NCc3ccccc3)n2)c1 | -6 | -13
FC(F)(F)c1ccc(Cn2cnc3c(NCc4nc5ccccc5[nH]4)nc(N4CCc5ccccc5C4)nc32)cc1 | -4 | 2
c1cc(Nc2nc(Nc3ccc(N4CCOCC4)cc3)c3ncn(-c4ccsc4)c3n2)ccn1 | 19 | 11
CCCNc1ccnc(NCc2ccc3c(c2)OCO3)n1 | -4 | 0
O=C(Nc1ccc(N2CCOCC2)cc1)C1CCN(c2ccc(Nc3ccc(-n4ccnc4)cc3)nn2)CC1 | 25 | -14
Nc1ccn(C2OC(COP(=O)(O)O)C(O)C2O)c(=O)n1 (centres undefined) | -3 | .
CC(=O)Nc1ccc(NC(=O)c2ccc3nc(-c4c(C)nn(C)c4C)sc3c2)cc1 | -12 | 11
c1cnc2ccc(Nc3nc(Nc4ccc(N5CCOCC5)cc4)c4ncn(-c5ccsc5)c4n3)cc2c1 | 16 | 14
COc1ccc(-c2cccc(C(=O)NC3CCN(Cc4ccccc4)CC3)n2)cc1 | -13 | -12
O=C1Cc2ccccc2N1CCCN1CCC2(CC1)OCc1ccccc12 | 3 | 9
CC(=O)Nc1ccc(NC(=O)c2cccc(-c3ccc(C(=O)N4CCN(C)CC4)cc3)n2)cc1 | -6 | -16
COc1cc(Nc2cc(Nc3nc4ccccc4n3C)ncn2)cc(OC)c1OC | 1 | 10
CN(C)C(=O)c1ccc(Nc2ccc3[nH]ncc3c2)nc1 | -2 | -13
O=C1CCCN1CCCNc1nc(NCCN2CCOCC2)nc2c1ncn2CCN1CCCC1=O | -1 | -12
N[C@@H]1CCN(C(=O)c2cnccc2Nc2ccc(Cl)c(F)c2)C1 | -13 | -16
COc1cc2nc(Nc3ccc(-n4ccnc4)cc3)nc(Nc3ccc(NC(C)=O)cc3)c2cc1OC | -28 | 13
O=C(NCc1ccccc1)c1ccnc(-c2ccc(N3CCOCC3)nc2)c1 | 1 | 2
Nc1ccn(-c2ccnc(Nc3ccc(N4CCOCC4)cc3)c2)n1 | 1 | 13

# More compounds.
SMILES | ULK1 primary | ASK1 inh
CCCNc1cc(Nc2cnccn2)ncn1 | 2 | 0
O=C(c1ccccc1)c1cc2cc(-c3ccncc3)ccc2[nH]1 | -26 | -3
O=C(NCc1cccnc1)C(=O)N/N=C/c1ccc(F)cc1 | -1 | .
O=C(Nc1ccc2[nH]ncc2c1)C1CCN(C(=O)[C@@H](O)c2ccccc2Cl)C1 (some centres undefined) | -3 | -9
N#Cc1ccccc1Nc1cc(NC(=O)Cc2ccc(F)cc2)ncc1C(F)(F)F | -3 | 14
O=C1CCCN1CCn1cnc2c(NCc3cccc(C(F)(F)F)c3)nc(N3CCOCC3)nc21 | -4 | -8
CC(C)n1c(-c2ccc(N3CCOCC3)nc2)nc2c(NCCO)ncnc21 | 0 | -8
COC(=O)COc1cccc(-c2nc(Nc3ccc4[nH]ncc4c3)c3ccccc3n2)c1 | -31 | -13
O=C(Nc1ccc2[nH]ncc2c1)[C@H]1C[C@@H](O)CN1C(=O)c1ccc(Br)cc1 | 14 | -17
Cc1nn(C)c(C)c1-c1cncc(C(=O)NCCO)c1 | -10 | -5
Cc1cc2nccc(NC(=O)Nc3c(Cl)cccc3Cl)n2n1 | 10 | 0
O=C(Cc1cn(-c2ccc(Cl)nn2)c2ccccc12)NCc1cccnc1 | 6 | -9
CC(=O)Nc1ccc(Nc2ccnc(N3CCC(N4CCOCC4)CC3)n2)cc1 | -7 | 0
N#C/C(=C\c1ccc(OCC(=O)NCc2ccco2)cc1)C(=O)Nc1ccc(F)cc1 | -5 | .
O=C(Nc1ccc2[nH]ncc2c1)[C@@H]1CCCN1C(=O)[C@H](O)c1ccccc1Cl | 9 | 5
CCCOC(=O)c1cc2cc([N+](=O)[O-])ccc2oc1=O | -8 | .
CCN(CC)c1nc(NCCc2ccc(OC)cc2)nc(N2CCc3ccccc3C2)n1 | 13 | -22
COc1ccc(CCNc2nc(Nc3ccc4ncccc4c3)nc3c2ncn3C(C)C)cc1 | -3 | 5
C=CCN1CCN(c2c(Br)cccc2NC(=O)c2ccc(Br)o2)CC1 | 1 | 5
O=C(NCCN1CCOCC1)c1csc(N2CCN(c3ccccn3)CC2)n1 | -3 | -5
COc1ccc(CCNC(=O)c2csc(-c3ccccc3)n2)cc1 | -10 | -4
CCNc1cc(C(=O)NCc2ccccc2)c2ccccc2n1 | -4 | -12
CC(=O)Nc1ccc(Nc2nc(N3CCOCC3)nc3c2ncn3-c2ccsc2)cc1 | -5 | -30
O=C(Nc1ccc(-c2nn[nH]n2)cc1)[C@H]1Cc2cc(F)ccc2CN1 | -6 | 9
COc1ccc(CCNc2cc(C)nc(NC3CCC(O)CC3)n2)cc1 (centres undefined) | -8 | -17
Cc1cc(NCCO)nc(Nc2ccccc2)n1 | 1 | -13
COc1cc(Nc2nc(Nc3ccc(N4CCOCC4)cc3)c3ncn(Cc4ccc(C(F)(F)F)cc4)c3n2)cc(OC)c1OC | 4 | 37*
COc1cc(-c2cn[nH]c2)ccc1NC(=O)N(CCN(C)C)Cc1cccc(Cl)c1 | -5 | -4
CN(C)CCOc1cc(-c2cn[nH]c2)c(F)cc1NC(=O)C1COc2ccc(F)cc2C1 (centres undefined) | -6 | 2
O=C1CCCN1CCCNc1nc(-c2ccccc2)nc2c1ncn2Cc1ccc(C(F)(F)F)cc1 | -60 | -7

# 2 compounds picked at random from the list so far, as already listed:
SMILES | ULK1 primary | ASK1 inh
CC(=O)Nc1ccc(Nc2nc(N3CCOCC3)nc3c2ncn3-c2ccsc2)cc1 | -5 | -30
CC(C)n1c(-c2ccc(N3CCOCC3)nc2)nc2c(NCCO)ncnc21 | 0 | -8

# Of the compounds above, these have bromine.
SMILES | ULK1 primary | ASK1 inh
Cc1sc2ccc(Br)cc2[n+]1CCC(=O)O | -5 | .
O=C(Nc1ccc2[nH]ncc2c1)[C@H]1C[C@@H](O)CN1C(=O)c1ccc(Br)cc1 | 14 | -17
C=CCN1CCN(c2c(Br)cccc2NC(=O)c2ccc(Br)o2)CC1 | 1 | 5

# Other results follow.
SMILES | ULK1 primary | ASK1 inh
CCCNc1cc(C)nc(Nc2ccncn2)n1 | 2 | -8
c1ccc(OCCNc2nc(Nc3ccncn3)nc3c2ncn3-c2ccsc2)cc1 | -2 | -19
Cc1cnc(Nc2ccc(-n3ccnc3)cc2)nc1NCCN(C(C)C)C(C)C | 12 | -7
NC(=O)c1ccccc1Nc1cc(Nc2ccc(-n3cnc(N4CCOCC4)n3)cc2)ncc1C(F)F | 51* | -21
c1ccc(OCCNc2nc(N3CCN(Cc4ccc5c(c4)OCO5)CC3)nc3c2ncn3C2CCCCC2)cc1 | 16 | 39*
O=C(Nc1ccc2[nH]ncc2c1)c1cccnc1O[C@H]1CCNC1 | 37 | -22
O=C(NCCCN1CCCC1=O)c1ccc(-c2ccccc2)s1 | -1 | 7
Cc1ccc(NCC(=O)NNC(=S)NCc2ccccc2)cc1 | -4 | .
Nc1cccc(-c2nc3ccc(C(=O)NCCc4ccc(O)cc4)cc3s2)c1 | 14 | 18
O=C(NCCc1ccc(O)cc1)c1cnc(NC2CCN(Cc3ccccc3)CC2)s1 | -2 | 4
Cc1cc(NCc2nc3ccccc3[nH]2)nc(N2CCN(c3ccccn3)CC2)n1 | 0 | 5

# Assay outcomes from PubChem BioAssay.
